Compound activity: PubChem BioAssay, several laboratories
NRP1-CendR mod: modulators of CendR peptide binding to human neuropilin-1; O14786; FAM-RPARPAR peptide binding to NRP-1, fluorescence polarization; inhibition, % at 25 µM; hit rate 0.85% among 360,000;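 active means inhibition or corrected inhibition above about 18%, plus a signal ratio from 0.5 to 1.5, limit read from the data, passing the limit was not always enough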; further: strong numbers were not always called active
E coli Lon inh: inhibits E. coli Lon protease | inhibition, % at 7.94 µM | purified E. coli Lon protease, fluorescence polarization | AID 602123 | hit rate 0.42% among 360,000; in the data active means inhibition above about 13%, passing the limit was not always enough;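 further: 0% = enzyme with probe and DMSO and 100% = no enzyme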
Target sequence (P0A9M0 whole entry, looked up): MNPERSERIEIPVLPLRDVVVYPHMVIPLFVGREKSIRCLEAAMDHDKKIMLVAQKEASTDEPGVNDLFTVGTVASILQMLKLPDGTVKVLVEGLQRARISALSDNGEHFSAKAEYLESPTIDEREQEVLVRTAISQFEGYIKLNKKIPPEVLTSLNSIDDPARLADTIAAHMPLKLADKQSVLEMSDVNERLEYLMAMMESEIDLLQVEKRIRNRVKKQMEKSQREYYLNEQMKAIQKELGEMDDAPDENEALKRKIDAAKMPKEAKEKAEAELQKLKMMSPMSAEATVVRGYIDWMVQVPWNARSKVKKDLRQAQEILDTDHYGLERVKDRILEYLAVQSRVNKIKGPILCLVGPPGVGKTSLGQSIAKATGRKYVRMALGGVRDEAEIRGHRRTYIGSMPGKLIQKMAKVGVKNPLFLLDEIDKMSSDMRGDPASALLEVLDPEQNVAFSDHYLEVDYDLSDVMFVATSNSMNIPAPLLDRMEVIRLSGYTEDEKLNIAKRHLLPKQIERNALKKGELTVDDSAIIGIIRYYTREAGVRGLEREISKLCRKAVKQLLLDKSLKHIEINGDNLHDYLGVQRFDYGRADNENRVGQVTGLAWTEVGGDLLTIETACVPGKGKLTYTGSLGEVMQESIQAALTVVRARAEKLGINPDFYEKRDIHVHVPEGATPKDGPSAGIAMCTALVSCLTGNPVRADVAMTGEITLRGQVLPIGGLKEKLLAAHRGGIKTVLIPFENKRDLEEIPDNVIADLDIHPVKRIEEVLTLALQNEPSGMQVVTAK
Tb MetRS inh: Trypanosoma brucei MetRS inhibition; purified T. brucei MetRS, ATP depletion, Kinase-Glo luminescence; hit rate 0.4% among 360,000; inhibition, % at 11.9 µM;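 active means inhibition above a per-plate cutoff of the control wells' mean inhibition plus 3 SD, cut at about 5.5% in these data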;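 further: 0% = DMSO wells median and 100% = median of wells with control inhibitor compound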
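System: purified T. brucei MetRS enzyme / Detection: Kinase-Glo luciferase luminescence reporting remaining unconsumed ATP / Medium: HEPES buffer with MgCl2, KCl, DTT, spermine, BSA, pyrophosphatase / Replication: singlicate, one well per compound / Evaluation: percent inhibition relative to median high and low control wells / Schedule: 2 h aminoacylation at 25 °C after 15 min preincubation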
SKN-1 inh: blocks SKN-1 activity in C. elegans; hit rate 0.49% among 360,000; C. elegans VP596 Pgst-4::GFP/RFP ratio, acrylamide-induced, 24 h; inhibition, % at 21.8 µM;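 active means interference check ratio from 0.5 to 1.5 plus GFP to RFP signal ratio inhibition reaching or exceeding a fixed threshold, cut at about 30% in these data, passing the limit was not always enough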; further: some compounds called inactive have numbers as strong as hits
FAS-TE inh: blocks the thioesterase domain of human fatty acid synthase; AID 602261; hit rate 0.67% among 360,000; inhibition, % at 15 µM; P49327; recombinant FAS-TE, OMFH fluorogenic substrate, fluorescence endpoint;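 active means compounds whose normalised, plate-corrected inhibition of enzyme fluorescence in the single-dose primary screen is 50% or more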;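 further: 0% = DMSO with enzyme and 100% = substrate without enzyme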
PABP1 MLLE inh: inhibitors of microRNA-mediated deadenylation, human PABP1 MLLE binding; inhibition, % at 20 µM; hit rate 0.36% among 360,000; P11940; GST-MLLE / FITC-PAM2 fluorescence polarization; AID 588489; in the data active means inhibition above about 35%, passing the limit was not always enough;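 further: plate controls were DMSO wells with GST-MLLE for no effect and wells lacking GST-MLLE protein for full effect; some results filed as inactive read as strong as hits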
MsrA act: bovine methionine sulfoxide reductase A activation | AID 602163 | purified bovine MsrA, absorbance read-out | hit rate 0.3% among 360,000 | activation, % at 10.6 µM; in the data active means activation above about 7.5%;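 further: 0% = vehicle and 100% = reference activator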
MsrA inh: bovine MsrA inhibition; purified bovine MsrA, absorbance read-out; inhibition, % at 15.5 µM; hit rate 0.75% among 360,000; AID 651718; in the data active means inhibition above about 4.5%;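 further: 0% = vehicle wells with enzyme and 100% = reference inhibitor wells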
MT1-MMP act inh: inhibitors of human MT1-MMP activation; P50281; HT1080 RFP-PRO-GFP cells, GFP/RFP ratio fluorescence, overnight; percent of plate control window, DMSO zero; GFP/RFP ratio change, % at 20 µM; hit rate 0.061% among 360,000; AID 651647;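 active means GFP/RFP ratio change of at least 30% with cell ATP level not reduced by more than half and red fluorescence within 50% of control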; further: strong numbers were not always called active
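Assay system: HT1080 RFP-PRO-GFP cells. Benchmarks: DMSO vehicle wells and RFP-L50D-GFP reporter cell wells. Times: overnight cell settling, then overnight compound exposure, 37 °C, 5% CO2. Compound: 20 µM single dose, 1% DMSO. Read-out basis: GFP/RFP fluorescence ratio.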
Starred values were filed as active, the others as inactive; . = no result given.

SMILES,NRP1-CendR mod,E coli Lon inh,Tb MetRS inh,SKN-1 inh,FAS-TE inh,PABP1 MLLE inh,MsrA act,MsrA inh,MT1-MMP act inh
COc1ccc(NS(=O)(=O)c2ccc(NC(=O)C3CC3)cc2)cc1,1,-14,-0.1,13,2,0,-3,-0.4,3
CCOc1ccccc1CN1CCN(Cc2ccc(C)o2)CC1CCO (centres undefined),4,-5,-0.3,4,-10,3,-2,-0.5,-8
Cc1cc(NC(=O)Cc2c(F)cccc2Cl)no1,-9,0,-0.5,4,-6,-3,-1,0.8,2
CCOc1ccc(S(=O)(=O)n2cc(-c3ccc(F)cc3)c(N)n2)cc1,9,-7,-0.1,-14,16,-12,-4,-1.4,-7
CC(=O)Nc1ccccc1-c1ccccc1[N+](=O)[O-],-2,0,0.3,18,-6,14,-2,0.2,2
COc1ccc(Br)cc1CN(C)CC(=O)Nc1ccccc1Cl,-4,2,-0.3,10,15,8,-5,-0.1,-3
Cc1cc(-c2ccccc2)n2ncnc2n1,-1,-2,-0.1,-3,-8,2,-4,0.8,-2
COc1cc2ccccc2cc1C(=O)OCC(=O)N1CCOCC1,9,4,0.0,5,-8,4,0,0.3,3
O=C(Cn1cnc([N+](=O)[O-])n1)N/N=C/c1cc(Cl)ccc1O,-9,2,-0.1,-4,79*,4,-1,0.3,-3
COc1cc(OC)cc(-c2c(-c3ccc(F)cc3)c3cc(-c4ccc5cc[nH]c5c4)ccc3n2C)c1,3,-13,-0.2,9,26,17,-4,2.0,0
CSc1nc2c(ccc3ccccc32)o1,2,-7,-0.1,-3,3,-51,0,1.0,0
Cc1ccc(NC2CCCN(C(=O)C3CCCCC3)C2)cc1C (centres undefined),-6,6,-1.3,5,-2,5,-11,1.5,2
COc1ccc(-n2c(=O)cc(N3CCOCC3)[nH]c2=O)cc1,-6,-12,0.0,9,-8,6,-1,0.9,-5
CCCc1cc(C(=O)Nc2ccn(Cc3ccc(C)cc3)n2)no1,0,-8,-0.9,8,15,10,0,-0.8,9
CCOC(=O)c1c(NC(=O)c2cc(-c3ccc(O)cc3)on2)sc(C(C)=O)c1C,-4,2,-1.0,-9,2,-7,-5,-0.4,-2
CCCOc1ccc(N2CC(C(=O)Nc3ccccc3C(=O)NCc3ccco3)CC2=O)cc1 (centres undefined),16,-1,-0.5,4,5,-6,-1,-1.2,2
Cc1cc(-c2cc(C(=O)NCc3ccccc3)on2)nc(NC2CCCC2)n1,21,-30,0.2,7,8,-9,-1,-0.8,7
COC(=O)c1nc(NC(=O)C(C)C)n[nH]1,2,-5,-1.1,0,-10,-21,0,-0.1,5
CCOC(=O)c1c(C)[nH]c(C(=O)OC(C)C(=O)NC2CCCCC2C)c1C (centres undefined),-1,-14,-0.2,-20,-5,-57,-4,-1.3,-1
CCOC(=O)N1CCN(c2c(N3CCN(c4ccccn4)CC3)c(=O)c2=O)CC1,-2,-1,0.0,8,0,-1,-1,1.9,2
COc1ccccc1-c1c(C(F)(F)F)oc2cc(OC(=O)c3ccc([N+](=O)[O-])cc3)ccc2c1=O,-7,7,0.6,1,38,14,-2,0.8,0
CC(C)C[C@@H]1Cc2[nH]c(=S)[nH]c(=O)c2[C@H](CCc2ccccc2)O1,-11,5,-1.7,-4,20,.,-7,1.3,0
O=c1n(-c2ccc(Br)cc2)cnn1-c1ncccc1[N+](=O)[O-],-6,-4,0.2,5,0,13,-1,-0.2,3
Cc1cc(C)nc(N2CCC(C(=O)NC3CCCCCC3)CC2)n1,1,-3,-1.1,0,-4,8,-8,0.6,3

An excerpt from above, showing only MsrA inh, MsrA act and NRP1-CendR mod.
Structure | MsrA inh | MsrA act | NRP1-CendR mod
CC(C)C[C@@H]1Cc2[nH]c(=S)[nH]c(=O)c2[C@H](CCc2ccccc2)O1 | 1.3 | -7 | -11
CCCc1cc(C(=O)Nc2ccn(Cc3ccc(C)cc3)n2)no1 | -0.8 | 0 | 0

Remaining list, next part.
SMILES,NRP1-CendR mod,E coli Lon inh,Tb MetRS inh,SKN-1 inh,FAS-TE inh,PABP1 MLLE inh,MsrA act,MsrA inh,MT1-MMP act inh
Cc1cc2ncc(-c3ccc(Cl)cc3)cn2n1,8,0,-0.7,4,-5,-17,-8,-1.1,2
CCn1cc(C(=O)NN)c(=O)c2cc(F)c(N3CCN(C)CC3)cc21,-11,6,-0.6,13,-3,-1,2,0.8,1
COc1ccc(NC(=O)c2cc(C3CCCCN3C(=O)c3ccc(NC(C)=O)cc3)on2)c(C)c1 (centres undefined),0,-9,1.3,2,-3,0,2,1.1,2
NC(=O)Nc1ccccc1C(=O)N1CCC(O)(c2ccc(Cl)cc2)CC1,7,-8,0.2,5,-10,7,-3,.,2
O=C(/C=C\c1cn(-c2ccccc2)nc1-c1ccc2c(c1)OCCO2)N1CCOCC1,-2,3,-1.0,-5,6,-7,-11,0.3,.
Cc1ccc2c(C)c(C(=O)N3CCN(c4ncccn4)CC3)oc2c1C,9,-7,-0.5,4,9,11,-8,-0.3,0
CCN(Cc1ccc(OC)c(F)c1)C(=O)c1cc2ccccc2o1,-1,4,-0.9,0,15,-9,-9,-0.4,2
CC1(C)Cc2c(C#N)c(SCC(=O)O)nc(N3CCOCC3)c2CO1,-17,5,-0.3,5,-8,-12,-3,1.7,-2
CCOc1ccc(N=C2NC(=O)C(CC(=O)Nc3ccc(OC)cc3)S2)cc1 (centres undefined),0,-3,-1.0,-15,-13,-27,-10,1.9,3
CC(=O)Nc1ccc(NC(=O)c2cc(=O)c3ccccc3o2)cc1,-2,-6,0.2,21,-1,-5,-2,2.4,-6
COc1ccc(-n2nc(C(=O)NCC(=O)Nc3cccc(NC(C)=O)c3)c3ccccc3c2=O)cc1,6,7,-0.7,-3,0,0,-9,0.5,3
COc1ccc(N2CCN(c3ccc([N+](=O)[O-])nc3)CC2)cc1,11,3,-1.3,4,1,-6,0,-0.7,2
CC(=O)N(c1cc(C)ccc1C)c1ccccc1[N+](=O)[O-],12,-5,-0.7,-20,0,3,-11,0.7,-10
c1ccc(NCc2nc3ccccc3n2CCOc2ccccc2)cc1,-2,0,-0.3,14,3,-7,-3,1.0,1
O=C(c1cc2ccccn2n1)N1CCN(Cc2ccccc2)CC1,-2,-3,-0.3,-6,-6,1,-1,-0.6,-1
CCC(=O)Nc1ccc(/C(C)=N\NC(=O)c2ccc(C)s2)cc1,5,0,0.1,5,-4,-3,-2,0.7,-3
CCOC(=O)C1=C(CN2CCc3ccccc32)NC(=O)NC1c1ccc(Cl)cc1 (centres undefined),1,12,0.1,14,27,9,2,1.7,-8
O=C(CN1C(=O)c2ccccc2C1=O)Nc1cccc2cccnc12,12,-14,0.5,4,3,3,-3,0.2,-2
COc1ccc(/C=N/Nc2nc3ccccc3o2)cc1OC,-13,0,-0.2,-5,-9,6,-4,2.0,1
CC(C)=CCN1CCN(Cc2ccoc2)CC1CCO (centres undefined),-5,-7,-0.1,-13,-2,14,-2,1.4,-1
CC(C)(C)OC(=O)N1CCC[C@@H]1C(=O)N1CCC[C@@H]1C(=O)NCc1ccccc1Cl,6,-5,-0.5,2,-14,.,-1,-1.3,2
CC(CCc1ccccc1)NC(=O)COc1ccc(S(=O)(=O)N2CCOCC2)cc1[N+](=O)[O-] (centres undefined),-7,-2,-0.5,-4,-3,-47,-2,0.9,-4
CCOc1ccc(N(CC(=O)Nc2c(C)cccc2C)S(=O)(=O)c2c(C)[nH]c(=O)[nH]c2=O)cc1,0,-9,-0.3,-7,-8,7,-9,-0.4,-1
Cc1noc(NS(=O)(=O)c2ccc(NC(=O)c3ccc(OC(C)C)cc3)cc2)c1C,8,4,0.4,7,0,7,-4,0.9,4
COc1ccccc1NC(=O)Cn1nc(Cc2cccnc2)c2ccccc2c1=O,-8,-4,0.2,-10,-4,13,-2,1.2,2
CC(=O)c1cccc(NC(=O)CSc2ncc(C(=O)Nc3ccccc3)c(=O)n2C)c1,-4,-14,-0.6,9,20,30,-7,0.8,-3
COc1ccccc1NC(=O)COC(=O)/C=C/c1ccc2c(c1)OCO2,6,-5,0.1,6,16,-10,-7,1.3,0
COc1cccc([C@@H]2CC=C(C(=O)O)[C@H](c3ccc(C)cc3)N2S(=O)(=O)c2ccc(C)cc2)c1,3,-8,-0.5,5,-11,-7,-3,2.2,1
Cc1cc(/C=C2\C(=N)N3N=C(C(C)C)SC3=NC2=O)c(C)n1-c1ccccc1,-42,7,0.0,1,-1,12,-3,1.2,-4
Cn1ccnc1C(O)c1cc(C(C)(C)C)c(O)c(C(C)(C)C)c1 (centres undefined),-4,-9,-0.2,-1,-3,17,-3,1.5,-1
CCOCCCNC(=O)C(NC(=O)Cc1cccs1)c1ccc(OC)cc1 (centres undefined),-4,-6,-0.9,2,-6,-13,-10,1.4,6
Cc1cc(C=NCCCO)c(C)n1-c1cc(Cl)ccc1Cl,4,14,-1.1,-4,0,3,-4,-0.1,2
COc1ccccc1C(=O)CSc1ccccn1,2,2,0.4,-5,2,3,-1,-0.6,-4
CCOc1ccc(/C=C2\SC(N3CCc4ccccc4C3)=NC2=O)cc1,0,10,-0.2,-2,29,-1,-3,0.3,2
COc1cccc(C(=O)Nc2c3c(nn2-c2ccccc2C)CS(=O)C3)c1OC (centres undefined),-12,-10,-0.3,-12,-9,7,-10,-0.4,-2
Cc1ccc2ccccc2c1C(O)c1ncc(-c2ccccc2Cl)[nH]1 (centres undefined),-11,2,0.0,-2,7,6,0,-0.9,-2
NC(=O)C(NN=C(c1ccccc1)c1ccccc1)c1ccccc1 (centres undefined),12,8,-0.1,-5,-2,-10,-3,-0.5,0
CN(Cc1ccccc1)C(=O)Cc1ccccc1,-12,1,-1.0,-6,0,-8,-8,1.5,0
O=C(Nc1cccc(Cl)c1)Nc1c[nH]c(=O)[nH]c1=O,10,1,0.2,12,-3,15,-1,0.8,-1
COCCCNC(=O)CN(c1ccc(Cl)c(Cl)c1)S(C)(=O)=O,5,-15,-0.8,6,-3,-1,-6,1.8,-3
O=C(CCNC(=O)N1CCn2c1nc1ccccc12)NCc1ccccc1Cl,8,-6,-0.7,-6,4,12,-2,-0.1,4
COc1cc(S(=O)(=O)Nc2ccccc2C)ccc1NC(=O)c1ccncc1,-5,1,-0.6,-12,-1,-1,-2,0.5,5
CCC(=O)/C=C1\Sc2ccc(OC)cc2N1CC,5,-8,-1.4,-8,-7,38,-7,5.7*,-3
C[C@H]1CN([C@@H](C)CO)S(=O)(=O)c2ccc(Br)cc2O[C@H]1CN(C)C(=O)c1cccc(F)c1,0,-11,-0.8,12,0,4,-7,1.1,1
Cc1cccc(CSCCNC(=O)COc2ccc(Cl)cc2)c1,-5,1,-0.7,11,34,8,-10,1.5,-3
C/C(=N\NC(=O)c1nnn(-c2nonc2N)c1-c1ccc(Cl)c(Cl)c1)c1ccncc1,10,-2,0.0,-1,55*,2,-3,0.3,20
CCn1c2ccccc2c2cc(NC(=O)CSc3nnc(-c4cccc(F)c4)o3)ccc21,-2,-14,-0.6,20,22,-36,0,1.3,-2
